Source: PubChem BioAssay
PLK1 PBD inh = PLK1 (human) polo-box domain binding inhibition. Potency, µM, without a hit: max response, negative = inhibition, most hits filed as inhibitors. hit rate 2.8% among 360,000. P53350. Plk1 PBD binding of FITC phosphopeptide, fluorescence polarization. AID 720504; note: potency is the fitted concentration of half-maximal effect; series mostly up to about 57 µM; % is set by controls: 0 for no effect and ±100 for the full control effect; nearly all actives have a fitted effect of over 65% in size
CCT chaperon mod = cytosolic chaperonin activity modulation. AID 651819. activity change, % (concentration not given with the values), hits read low. purified chaperonin ATPase assay, HTRF ADP detection, 30 min. hit rate 0.3% among 360,000; in the data active = activity change below about -30%; note: % is set by controls: 0 for no effect and ±100 for the full control effect
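Enzyme 40 or 20 nM (batch-dependent) in Tris pH 7.4/KCl/MgCl2/DTT; cpd 76 uM single point; ATP 10 uM; 30 min 37 °C; Transcreener ADP HTRF detection, 30 min RT; ratio 665/615.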
WRN inhibitor = inhibitors of human WRN helicase; AID 651768; hit rate 0.46% among 360,000; Q14191; Potency, µM (doses to about 114 µM), for inactives: top-dose activity change, negative = inhibition, usual class: inhibitors; WRN helicase unwinding, fluorescent forked duplex, kinetic; note: potency is the fitted concentration of half-maximal effect; % is set by controls: 0 for no effect and ±100 for the full control effect; nearly all actives have a fitted effect of over 55% in size
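Primary qHTS, 1536-well format. 20 nM WRN + compound, 15 min RT; start with 100 nM forked fluorophore/quencher duplex, 2 mM ATP (final); kinetic read ex 525/em 598 nm.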
PI5P4K alpha inh = blocks human PI5P4K alpha kinase activity | P48426 | PI5P4Kalpha enzyme, ADP-Glo luminescence, 60 min; hits give low values | max response, % | hit rate 1.2% among 330,000; active = max response of -50% or lower; note: value at the top dose of about 77 µM; % is set by controls: 0 for no effect and ±100 for the full control effect
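Enzyme plus substrate dispensed, test compounds pinned in, then ATP (5 microM final) added. After 60 min at RT, ADP-Glo reagent 1 for 45 min and reagent 2 for 30 min preceded luminescence imaging.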
EPAC2 ag = EPAC2 (human) agonism; Q8WZA2; EPAC2 activation, biochemical qHTS; response scale: 100% = 6.5 mM cAMP response; Potency, µM (series often up to 154 µM), inactives show top-dose activation, hits mostly activators; hit rate 0.079% among 360,000; note: potency is the fitted concentration of half-maximal effect; nearly all actives have a fitted effect of over 50% in size
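qHTS, titration series. 100 nM EPAC2 / 250 nM Rap1B-BODIPY-GDP / 50 uM GDP; RT; ex 480/em 540 nm, 5-min reads to 30 min. Norm. to 6.5 mM cAMP = activation.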
EPAC1 ag = EPAC1 (human) agonism | O95398 | EPAC1 agonist qHTS, biochemical assay; response scale: 100% = response to 6.5 mM cAMP | Potency, µM (highest dose often 154 µM), without a hit: at the top dose activation, usual class: activators | hit rate 0.073% among 360,000 | AID 720707; note: potency is the fitted concentration of half-maximal effect; nearly all actives have a fitted effect of over 60% in size
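Normalized to 6.5 mM cAMP, activity reflects EPAC1-catalysed release of BODIPY-GDP from Rap1B, followed kinetically over 30 min at 480 nm excitation, 540 nm emission. Reaction contained 100 nM EPAC1, 250 nM Rap1B-BODIPY-GDP, 50 uM GDP.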
EPAC1 antag = antagonists of human EPAC1; O95398; EPAC1 GEF assay, Rap1b-BODIPY-GDP exchange fluorescence; Potency, µM (doses to about 115 µM), inactives show at the top dose activity change, negative = inhibition, hits mostly inhibitors; hit rate 0.14% among 360,000; AID 720709;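 note: potency is the fitted concentration of half-maximal effect; plate controls were vehicle for no effect and positive control for full effect; nearly all actives have a fitted effect of over 50% in size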
IL2 activator = activates IL-2 in a cell-based reporter assay; IL-2 activation reporter assay, cell-based qHTS; stimulated with anti-CD3/CD4/CD28 beads; in transgenic mouse T cells; activation, % (series mostly up to about 46 µM); hit rate 0.065% among 360,000; in the data active = activation above about 50%; note: 0% is about no effect
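Readout is EGFP and DsRed signal by fluorescent plate cytometry after 18 h at 37 degrees C. Transgenic mouse T cells (750/well) received compound for 60 min before bead stimulation (anti-CD3, anti-CD4, anti-CD28); memory T cells served as non-tolerant control.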
* hit, by the source's call; nt = no result given; [ ] = dose if it differs, or a comment. Unless noted, calls come from the whole dose curve; as a rule, active = well fitted curve in the direction sought with a large enough effect; inconclusive = small, poorly fitted or top-dose-only effect, or another doubt; inactive = no such curve, though single readings can be large; an effect the other way counts as inactive or inconclusive. Some of the compounds tested; rates above refer to the full screens.

#	Compound	PLK1 PBD inh	CCT chaperon mod	WRN inhibitor	PI5P4K alpha inh	EPAC2 ag	EPAC1 ag	EPAC1 antag	IL2 activator
1	COc1ccc(C(=O)NNC(=O)C2CCN(S(=O)(=O)c3ccc(C)cc3)CC2)cc1	-16.0%	-0.9	7.2%	1.1	9.0%	1.9%	-7.7%	1.3
2	COc1cccc(CN2CCN(C(=O)[C@H]3O[C@@H](n4cnc5c(N)ncnc54)[C@H](O)[C@@H]3O)CC2=O)c1	-10.6%	0.1	-7.6%	1.3	4.5%	2.1%	-14.3%	-0.4
3	CC1=C(C(=O)N(C(C)C)C(C)C)CC(CC(=O)NCCCN(C)C)C(=O)N1Cc1ccc(F)cc1 (stereo not drawn)	0.3%	-3.2	3.1%	4.2	0.2%	8.4%	5.5%	-0.6
4	CCOC(=O)[C@H]1[C@H]2COc3ccc(Cl)cc3[C@@H]2N2C(=O)c3ccc(C)cc3NC(=O)[C@@]12C	-9.0%	3.3	-6.1%	1.4	7.9%	10.4%	-8.0%	-0.5
5	O=c1cc(N2CCCC2)c(-c2ccccc2)n[nH]1	-14.2%	1.3	9.9%	-11.1	3.0%	-0.8%	-2.1%	-0.2
6	Cc1ccc(N=Cc2c(O)cc(C)oc2=O)c(C)c1	3.9%	2.1	-8.9%	-7.9	1.2%	11.2%	-15.8%	-0.8
7	CCN(CCCNC(=O)CNC(=O)c1nn(-c2ccc(OC)cc2)c(=O)c2ccccc12)c1cccc(C)c1	-5.0%	-1.6	1.6%	-2.1	-0.6%	8.5%	-14.0%	-0.2
8	Cc1c(/N=C(\[O-])Nc2ccc(Br)cc2)sn[n+]1C	-3.7%	0.9	-0.2%	-0.5	3.3%	-5.6%	0.9%	0.0
9	CC1=CC2(C)NC(=O)C(C)C12 (stereo not drawn)	1.9%	2.7	3.5%	0.0	-10.4%	-21.0%	13.5%	-1.5
10	Cc1cccc2c(C(=O)O)c3c(nc12)CCCCC3	-24.5%	3.0	3.6%	-6.5	-4.1%	-9.1%	2.9%	-2.0
11	CCc1ccccc1N(CC(=O)NC(C)(C)C)C(=O)CCC(=O)Nc1ccccn1	-0.9%	-4.3	5.7%	-3.8	0.9%	-5.3%	-18.6%	0.4
12	Cc1cc(C(=O)COC(=O)/C=C/c2ccco2)c(C)n1C	-6.8%	1.3	0.4%[11.6 µM]	5.8	6.9%	1.9%	0.6%	0.1
13	CCn1c(Cc2ccc(OC)cc2)nnc1SCC(=O)NC1CCCCC1	-3.2%	0.2	-8.8%	-2.6	-2.7%	0.1%	-0.2%	-1.1
14	COc1ccc(CCNC(=O)c2cc3c(=O)n4ccccc4nc3n(CCCN3CCOCC3)c2=N)cc1OC	-1.4%	-4.0	6.8%	1.9	6.5%	-1.7%	-4.5%	-0.8
15	CCCS(=O)(=O)N1CCCC(C(=O)NCC(OC)OC)C1 (stereo not drawn)	1.2%	-0.8	-3.4%	0.2	0.1%	0.8%	-8.9%	0.6
16	COc1ccccc1OCC(=O)N/N=C(\C)c1ccc2ccccc2c1	-1.5%	0.4	-4.1%	-68.5*	0.7%	2.4%	-1.2%	-1.1
17	COc1ccc(-c2ccc(-c3cc(=O)oc4cc(OC)c(OC)c(OC)c34)cc2)cc1	-0.1%	1.7	-9.2%	1.4	9.0%	-2.5%	2.2%	-0.2
18	Cc1nc(-c2ccc(F)cc2)c(CC(=O)N2CCN(S(=O)(=O)c3cccc(Cl)c3)CC2)s1	-4.4%	-0.7	-0.3%	-0.1	9.6%	10.1%	-25.1%	1.9
19	NC12CCc3c(no[n+]3[O-])C1(O)CC(c1ccccc1)=[N+]2[O-] (stereo not drawn)	-4.8%	2.8	-5.4%	nt	2.8%	2.1%	-0.3%	-1.0
20	CCOc1cc(/C=C2\N=C(C)OC2=O)cc(Cl)c1OCC(=O)OC	0.0%	-1.5	-4.3%	-3.0	6.2%	4.7%	0.9%	-1.6
21	O=C(NC(=S)Nc1ccc([N+](=O)[O-])cc1)c1ccco1	-8.0%	-1.2	5.3%	-11.4	7.7%	-5.3%	-1.5%	0.4
22	Fc1ccc2c(c1)C(c1ccncc1)=NNC(c1ccc(Br)cc1)=N2	-1.2%	-2.0	-1.4%	-0.7	4.2%	-0.8%	8.2%	0.3
23	Cc1ccc(CC(=O)Nc2nccs2)cc1	-3.7%	-3.3	0.9%	2.8	0.8%	-1.7%	-0.7%	-0.2
24	CN(C)c1ccc(-c2csc(C(O)c3ccccc3)n2)cc1 (stereo not drawn)	-14.8%	0.8	-6.9%	-0.2	24.4%	4.5%	-19.6%	-0.3
25	Cn1c(=O)c2c(nc(Cl)n2CCOc2ccccc2)n(C)c1=O	-9.6%	-1.3	4.7%	-1.8	9.7%	1.5%	12.8%	-2.8
26	Cc1cscn1	-5.4%	0.0	-9.7%	4.3	2.6%	-2.3%	24.7%	0.0
27	CN1C(=O)NC(c2cccc([N+](=O)[O-])c2)C2=C1CC(C)(C)CC2=O (stereo not drawn)	-0.9%	0.0	-1.8%	-1.3	6.6%	9.4%	21.6%	1.1
28	COc1cccc2sc(Nc3nnc(-c4ccccc4Cl)o3)nc12	-24.0%	-1.1	-17.6%	-11.2	16.4%	6.5%	-8.6%	0.0
29	COc1ccccc1C=NNC(=O)C(=O)NN=Cc1ccccc1OC	-9.2%	-3.3	0.6%	7.2	9.2%	12.6%	-19.5%	1.3
30	O=C(COc1ccc(S(=O)(=O)NCc2ccccc2)cc1Cl)N1CCOCC1	-6.2%	-1.8	10.7%	nt	-3.8%	8.4%	7.5%	-1.0
31	O=C(N/N=C/c1ccccn1)c1cccnc1	0.3%	-0.7	5.8%	1.4	6.0%	-3.7%	6.3%	0.4
32	CC(=O)N1CCc2cc(Br)cc(S(=O)(=O)CCC(=O)N3CCN(c4ccccn4)CC3)c21	-26.5%	0.3	-7.2%[57.1 µM]	7.9	1.3%	-1.5%	-28.8%	-0.2
33	O=C(O)CCC(=O)Nc1ccc(S(=O)(=O)c2ccc(NC(=O)CCC(=O)O)cc2)cc1	-3.1%	0.4	8.1%	-2.1	6.4%	3.6%	-14.3%	0.8
34	CC1(C)Cc2ccccc2C(Nn2cnnc2)=N1	-1.9%	-0.6	-8.3%	nt	9.5%	5.1%	6.8%	-0.8
35	O=C(O)CSc1ncccn1	-6.5%	-0.6	-0.9%	-12.0	0.2%	3.4%	7.7%	1.3
36	Cc1onc(-c2c(Cl)cccc2Cl)c1COC(=O)c1ccc(Cl)cc1	-0.6%	-1.4	-0.6%	7.3	7.5%	-0.9%	-11.3%	-0.1
37	CCOC(=O)Cn1nc(-c2ccc(F)cc2)cc(Cc2ccccc2)c1=O	-5.1%	-0.5	2.0%	-2.3	25.9%	12.0%	-7.5%	-1.1
38	CCOc1ccc2nc(NS(=O)(=O)c3ccc4c(c3)n(C)c(=O)n4C)sc2c1	-18.4%	-2.2	-18.4%	-2.7	-11.1%	-4.8%	9.8%	-0.4
39	CCC(=O)NCCCNc1nc2c(C)cccc2cc1C#N	-6.7%	-3.3	-0.2%	-8.3	4.4%	-8.9%	-23.2%	-0.7
40	N#Cc1ccccc1OCCn1cncn1	-8.8%	0.0	-2.6%	1.5	1.3%	-18.0%	-4.8%	-2.5
41	CC(=O)CCc1oc2ccc([N+](=O)[O-])cc2c1-c1ccc(C)o1	-11.9%	-3.2	-3.3%	-10.5	18.1%	7.9%	7.2%	-4.3
42	OCc1nc2ccccc2n1Cc1c(F)cccc1Cl	-1.8%	-0.4	-5.3%	-2.3	7.0%	7.6%	-13.2%	0.3
43	COc1ccccc1CN1C(=O)C(Cc2ccccc2)ON=C1c1ncccc1C (stereo not drawn)	-3.2%	-0.1	-2.5%[57.1 µM]	12.0	9.9%	4.0%	-8.1%	-0.5
44	O=C(N/N=C\c1cccc(F)c1)c1ccc(Cn2cc(Br)c([N+](=O)[O-])n2)o1	-9.2%	-3.6	-26.3%[57.1 µM]	-17.5	-0.5%	3.2%	-13.0%	-3.6
45	CCCc1cc(-c2n[nH]c(=S)n2CC(C)C)cs1	-11.9%	1.4	-0.3%	-9.8	2.0%	-3.8%	-13.1%	2.8
46	O=C(C1=C(O)C(=O)N(CCN2CCOCC2)C1c1ccco1)c1cc2ccccc2o1 (stereo not drawn)	-8.8%	0.4	17.1%	3.5	-1.4%	-6.8%	-9.3%	-3.5
47	Cc1nnc(NC(=O)c2ccc(-c3cccc(C(F)(F)F)c3)o2)s1	-7.5%	-0.3	-3.0%	0.1	4.5%	3.3%	-15.3%	1.7
48	Cc1ccc2nc(-c3ccccc3NC(=O)CCC(=O)O)c(=O)[nH]c2c1	5.8%	-0.5	-5.6%	-4.3	5.8%	9.3%	-19.3%	-1.1
49	Cn1nccc1NC(=O)Nc1cccc(Br)c1	-1.7%	1.8	-5.6%	0.2	7.5%	4.4%	11.0%	-0.3
50	COC(=O)c1ccc(CSc2ccc3nnc(-c4ccc(OC)c(OC)c4)n3n2)o1	1.5%	-2.7	-1.2%	-0.9	-4.7%	3.2%	-3.1%	-0.6
51	O=C1NC(=S)N/C1=C/c1cc([N+](=O)[O-])ccc1N1CCOCC1	-17.8%	1.4	-30.6%	0.3	-5.6%	0.5%	-11.4%	0.0
52	Cc1ccc(C(=O)N/C(=C/c2ccccc2F)C(=O)NCCCn2ccnc2)cc1	26.7µM*	-0.4	2.0%	-2.0	0.6%	-4.1%	-0.4%	-3.1

3 of the entries above in order of their number in PLK1 PBD inh, largest number first:
cpd | SMILES | PLK1 PBD inh | CCT chaperon mod | WRN inhibitor | PI5P4K alpha inh | EPAC2 ag | EPAC1 antag
17 | COc1ccc(-c2ccc(-c3cc(=O)oc4cc(OC)c(OC)c(OC)c34)cc2)cc1 | -0.1% | 1.7 | -9.2% | 1.4 | 9.0% | 2.2%
37 | CCOC(=O)Cn1nc(-c2ccc(F)cc2)cc(Cc2ccccc2)c1=O | -5.1% | -0.5 | 2.0% | -2.3 | 25.9% | -7.5%
38 | CCOc1ccc2nc(NS(=O)(=O)c3ccc4c(c3)n(C)c(=O)n4C)sc2c1 | -18.4% | -2.2 | -18.4% | -2.7 | -11.1% | 9.8%
